CCR6 antag – CCR6 (human) receptor antagonism. CHO-K1 CCR6 PathHunter beta-arrestin, luminescence, CCL20-stimulated. inhibition, % at 20 µM. 0.49% of 340,000 active. AID 493098;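 active = compounds whose inhibition of the agonist-driven luminescence signal at 20 µM reaches about 50%, limit read from the data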;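 also: cells stimulated with CCL20 at 14 nM final; plate controls were DMSO with CCL20 for no effect and DMSO without agonist for full effect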
EBI2 block – EBI2 (human) antagonism; P32249; EBI2 beta-arrestin recruitment, luminescence, 7a,25-OHC stimulated; inhibition, % at 5 µM; 0.81% of 360,000 active; AID 651636; in the data active = inhibition above about 38%;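 also: enzyme fragment complementation signal reports receptor beta-arrestin coupling in cells; 0% = agonist plus DMSO wells and 100% = wells without agonist; some results beyond the cut were filed as inactive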
UPR XBP1 act – activators of adaptive arm of unfolded protein response (XBP1); activation, % at 20 µM; 0.33% of 330,000 active; CHO-XBP1 luciferase reporter, IRE1-XBP1 UPR activation, luminescence; percent of tunicamycin response, DMSO as zero;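 active = versus positive control, 20 µM dose yields 30% or more activation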;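 also: 100% = tunicamycin at 10 µg/mL and 0% = DMSO only wells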
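Signal: luciferase luminescence; Assay system: CHO-XBP1 luciferase reporter cells; Amount: one thousand reporter cells per well; Dosing: 20 µM single concentration, DMSO 1%; Benchmarks: high control tunicamycin 10 µg/mL final, low control DMSO vehicle only; Schedule: 6 h compound exposure at 37 °C, 5% CO2; Evaluation: percent activation relative to tunicamycin reference.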
APJ antagonist – antagonists of human APJ apelin receptor | 0.32% of 330,000 active | inhibition, % at 20 µM | P35414 | AID 2521 | CHO-K1 APJ beta-arrestin complementation, luminescence;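 active = inhibition above about 40% at 20 µM, limit read from the data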;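 also: cells challenged with 10 nM apelin-13 agonist together with compound; plate controls were apelin-13 plus DMSO wells for no effect and DMSO wells lacking apelin-13 for full effect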
CXCR6 block – inhibitors of human CXCR6 receptor; AID 602244; 0.36% of 360,000 active; CHO-K1 PathHunter CXCR6 beta-arrestin, luminescence; inhibition, % at 20 µM; O00574; in the data active = inhibition above about 34%, passing the limit was not always enough;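 also: antagonist mode with CXCL16 agonist at 10 nM final; 0% = 10 nM CXCL16 with DMSO and 100% = unstimulated wells without agonist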
tim23-1 inh – inhibits growth of tim23-1 mutant yeast. S. cerevisiae tim23-1 growth, BacTiter-Glo luminescence, 24 h. inhibition, % at 20 µM. 1.3% of 330,000 active;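 active = growth inhibition of the mutant yeast at or above 50%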;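 also: temperature-sensitive mutant grown at 25 °C; plate controls were DMSO-treated mutant yeast for no effect and medium wells lacking yeast for full effect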
APJ agonist – APJ receptor agonism. activation, % at 20 µM. CHO-K1 APJ PathHunter beta-arrestin, luminescence; 0% DMSO wells, 100% apelin. AID 2520. 0.11% of 330,000 active. P35414;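 active = activation more than six SD over the plate average, tested at 20 µM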;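 also: 0% = DMSO alone and 100% = apelin-13 at 10 nM; some results filed as inactive read as strong as hits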
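Material: engineered CHO-K1 APJ arrestin reporter cells; amount: 1000 CHO-K1 reporter cells seeded per well; incubation: compound stimulation 90 min at 25 °C, detection 60 min; signal: luminescent beta-gal fragment complementation, chemiluminescent substrate; read-out basis: APJ agonist activity; controls: DMSO-only wells as negative, 10 nM Apelin-13 as positive control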
UPR CHOP act – activators of apoptotic arm of unfolded protein response (CHOP); activation, % at 10 µM; CHO-CHOP luciferase reporter, UPR activation, luminescence; percent of tunicamycin response over DMSO baseline; 0.34% of 330,000 active;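 active = at 10 µM dose, activation of 40% or more, normalized to positive control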;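 also: 100% = tunicamycin at 10 µg/mL and 0% = DMSO alone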
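Assay system: CHO cells with stable CHOP pathway luciferase reporter; Buffer or medium: F12 plus 10% serum; Times: 16-18 h cell attachment, then 6 h compound exposure, 37 °C; Signal: luciferase luminescence; Read-out basis: percent activation relative to tunicamycin control; Control set: tunicamycin high control, DMSO low control.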
Mdm2-MdmX inh – inhibitors of human Mdm2/MdmX interaction; O15151+Q00987; SaOS-2 split-luciferase Mdm2/MdmX complementation, luminescence; inhibition, % at 8 µM; 3% of 330,000 active;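 active = inhibition of at least 50% at 8 µM in the primary screen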
Numbers without * were called inactive; . = no result given.

SMILES	CCR6 antag	EBI2 block	UPR XBP1 act	APJ antagonist	CXCR6 block	tim23-1 inh	APJ agonist	UPR CHOP act	Mdm2-MdmX inh
CN(C)c1oc(-c2ccc(OCc3ccccc3)cc2)nc1C#N	5	3	10	-4	-5	23	-3	1.9	-99
Cn1c(=O)cc(SCC(=O)N2CCN(C(=O)c3ccco3)CC2)c2ccccc21	6	-8	4	10	1	14	0	-1.0	26
CC1CCCCC1NC(=O)CSc1nnc(CNC(=O)c2ccccc2)n1C (stereo not given)	9	-3	0	11	1	4	-1	8.5	-11
CC(=O)Nc1ccc(S(=O)(=O)Nc2nc3ccccc3nc2Nc2ccc(N)cc2)cc1	21	-3	0	3	11	16	-3	-0.1	10
O=C(/C=C/c1ccccc1)NNC(=O)c1cccnc1	7	1	-3	7	2	-5	0	-1.1	-13
COc1ccc(CNC(=O)CNC(C)c2ccc(F)cc2)cc1 (stereo not given)	16	16	-1	12	1	5	-4	0.5	16
COc1ccc2c(Cl)c(C(=O)NCC3CCCO3)sc2c1Cl (stereo not given)	.	.	3	3	.	-2	-2	4.0	0
Cc1ccc(S(C)(=O)=NC(=O)NC(=O)c2c(Cl)cccc2Cl)cc1 (stereo not given)	6	11	-5	-21	8	6	-1	1.8	15
COc1cc2c(cc1OC)CN(C(=O)c1nn(Cc3ccccc3)c(=O)c3ccccc13)CC2	13	8	1	7	1	30	-2	-0.9	41
CCOC(=O)c1ccc(-c2nnc(-c3ccc(Cl)cc3Cl)o2)cc1	-9	13	4	14	5	-4	-1	4.4	-41
Cc1ccc(NC(=O)COC(=O)Cc2c[nH]c3ccccc23)cc1F	15	-5	-2	-15	-4	30	1	0.0	21
CN(CC(=O)Nc1ccccc1Br)C(=O)CCCSc1nc2ccccc2[nH]1	-1	-7	1	-4	0	0	8	-0.5	-5
CN1CCCc2cc(C=O)ccc21	1	12	1	-1	-5	9	2	0.2	-15
CCOc1cccc(-c2nnc3sc(-c4cccs4)nn23)c1	-2	3	4	-17	-5	13	-1	1.1	5
CCCc1ccc2oc(C(=O)N3CCC(C(N)=O)(N4CCCCC4)CC3)c(C)c2c1	10	4	4	-4	-7	42	-1	1.2	14
CCOC(=O)c1ccc(NC(=S)N2CCCC2)cc1	18	-1	3	-7	-2	26	2	0.0	-4
CCOC(=O)CCCn1c(C)nc(=O)c(-c2ccccc2)c1C	12	5	-2	4	7	17	5	1.9	-11
O=C1Nc2cc(C(F)(F)F)ccc2N2CCCCC12 (stereo not given)	10	-5	-5	5	2	11	-4	-0.1	-1
Cc1c(NC(=O)C23CC4CC(CC(Br)(C4)C2)C3)c(=O)n(-c2ccccc2)n1C	-8	-3	-4	-3	3	3	2	4.1	25
COc1ccccc1N1CCN(C(=O)c2cc(C)oc2C)CC1	-2	-10	-2	-7	1	12	-4	-1.0	6
CCn1cc(C(=O)N[C@@H](CCSC)C(=O)NCCCOC)c(=O)c2cc3c(cc21)OCO3	7	-11	-1	10	9	4	-4	-0.7	16
O=C(C[n+]1ccccc1)Nc1ccccc1C(=O)O	5	-4	2	-12	-7	-4	-6	-0.1	3
O=C(CNC(=O)c1ccc(Br)o1)NCc1ccc(Cl)cc1	0	-3	3	3	1	-15	-2	0.4	12
CCCCCNC(=O)c1ccc(NS(=O)(=O)c2ccc3[nH]c(=O)[nH]c3c2)cc1	-4	2	-6	-9	1	2	1	-1.0	3
COc1ccc(NC(=O)[C@@H]2CCCN2C(=O)[C@@H]2Cc3ccccc3CN2C(=O)OC(C)(C)C)cc1	9	-3	-4	-27	6	28	-2	-1.4	5
Further structures.
SMILES	CCR6 antag	EBI2 block	UPR XBP1 act	APJ antagonist	CXCR6 block	tim23-1 inh	APJ agonist	UPR CHOP act	Mdm2-MdmX inh
C/C(=N/Nc1ccccc1C(=O)O)c1cccs1	-15	-3	1	24	0	16	-3	5.2	-46
COCCN1C(=O)Cc2c1nc(N)c1c(N)nc(N3CCN(c4ccc(F)cc4)CC3)c(C#N)c21	13	-6	0	-10	-4	28	5	3.9	20
CCC(C)(C)n1nnnc1C(c1cc2ccc(C)cc2[nH]c1=O)N(Cc1cccnc1)Cc1ccco1 (stereo not given)	0	9	-5	6	4	32	-1	0.5	-1
C[C@@H]1CN([C@@H](C)CO)C(=O)c2cccc(NC(=O)c3ccncc3)c2O[C@@H]1CN(C)Cc1ccc(-c2ccccc2)cc1	14	-5	-1	-1	3	9	-2	-0.3	23
C/C(=N\NC(=O)c1cc(-c2cccnc2)nc2ccccc12)c1ccc(O)cc1O	13	9	-3	8	6	-14	0	-1.5	66*
CN(C1CCCCC1)S(=O)(=O)c1cccc2nsnc12	16	4	-5	19	-1	22	-3	1.0	7
C#CCOCCOCCOCCNc1nc(N2CCN(C(=O)CCCCCCCCCCNC(=O)Cn3cc(CCCCCN)nn3)CC2)nc(N2CCN(C(=O)CCCCCCCCCCNC(=O)[C@H]([C@@H](C)CC)n3cc(CCCCCN)nn3)CC2)n1	-19	-10	14	0	13	49	1	-1.1	100*
O=C(Cn1cnc2ccccc2c1=O)c1ccc2ccccc2c1	-4	-2	3	1	-10	-5	-3	2.2	-64
CCCCC1=CC2=C(c3ccco3)C(=O)C(C)(OC(=O)c3ccc(OC)cc3)C(=O)C2=CN1CCN1CCOCC1 (stereo not given)	-2	-11	0	-23	-12	4	-2	3.1	24
Cc1ccc(C)c(OCC(=O)N(Cc2nnc(-c3ccccc3Cl)o2)C2CC2)c1	7	2	-3	13	-1	28	-1	0.4	7
COc1ccc(NC(=O)c2nc(C)c(C3(C)CC(c4cccnc4)=NO3)s2)cc1 (stereo not given)	10	-1	0	4	-10	-7	7	-0.3	60*
Cc1cc(-c2ccc(C(C)C)c(S(=O)(=O)N3CC(=O)Nc4ccccc43)c2)on1	-6	0	0	8	-2	17	-1	0.4	-2
O=C(Cc1ccc(F)cc1)Nc1nnc(-c2ccc(F)cc2)o1	14	3	0	-18	-5	-14	-1	-0.4	13
CC(C)c1ccccc1NC(=O)CN1C(=O)c2ccccc2C1=O	6	9	-7	20	7	18	-4	-0.5	14
Cc1ccccc1C(=O)N/N=C/c1ccc(Sc2ccccn2)o1	-9	-5	2	-16	-1	21	-1	1.2	1
CCCC[n+]1c(C)sc2cc(OC)ccc21	17	-11	-5	2	2	20	-2	-1.2	-5
Cc1cc(-c2[nH]nc3c2C(c2ccsc2)C(C#N)=C(N)O3)c(C)s1 (stereo not given)	-8	-9	0	13	-8	43	-5	0.8	15
CCCOc1ccc(NCC(=O)Nc2ccc(C)cc2C)cc1	12	3	-2	-1	-1	13	-2	-3.1	7
CCOC(=O)C1(Cc2cccc(F)c2)CCN(C(=O)C2CCC2)CC1	6	-2	-3	5	7	24	0	0.1	4
O/N=C(/Cc1ccccn1)c1ccccc1	6	-9	0	9	-3	9	1	-0.7	5
O=C(O)CC/C(=C\c1ccccc1[N+](=O)[O-])c1nc2ccccc2s1	1	0	-2	7	3	25	-2	-1.6	25
Cc1cc(C(=O)COC(=O)/C=C/c2ccc(F)cc2)c(C)n1C	9	11	2	7	2	29	1	1.3	-7
CCOc1ccccc1-c1cc(-c2ccccc2)nc2c1c(=O)n(C)c(=O)n2C	3	3	0	-2	2	-2	-3	2.1	-3
OC(CCN1CCCCC1)c1ccc(-c2ccccc2)cc1 (stereo not given)	12	-5	-6	-5	-1	8	-3	1.6	7
COC(=O)CCSc1cc([N+](=O)[O-])cc2c1c(C1OCCS1)nn2-c1ccccc1 (stereo not given)	-7	-9	-1	-15	10	21	-3	-0.7	2

Looked up above:
CN(C1CCCCC1)S(=O)(=O)c1cccc2nsnc12 in CXCR6 block: -1
CCCOc1ccc(NCC(=O)Nc2ccc(C)cc2C)cc1 in CCR6 antag: 12

Later entries:
SMILES	CCR6 antag	EBI2 block	UPR XBP1 act	APJ antagonist	CXCR6 block	tim23-1 inh	APJ agonist	UPR CHOP act	Mdm2-MdmX inh
O=C1COc2ccc(C(=O)c3ccccc3C(=O)NCc3ccco3)cc2N1	8	1	-2	8	6	12	-1	-0.2	-18
COCCNC(=S)N1CCN(S(C)(=O)=O)CC1	3	-4	6	-6	-6	5	0	0.6	9
COc1ccccc1-n1c(=S)[nH]c2c(sc(=S)n2-c2ccccc2C)c1=O	12	10	0	-11	-2	2	0	-0.3	5
Cc1nc2sc3c(c2c(=N)n1N)CC(C)(C)OC3	-10	0	-2	-18	2	9	-1	0.4	0
O=C(NCc1ccccc1C(F)(F)F)C1CC(c2cc(C(F)(F)F)cc(C(F)(F)F)c2)=NO1 (stereo not given)	-6	-3	1	7	2	27	1	-1.4	21
Cc1ccc(S(=O)(=O)n2cnc3cc([N+](=O)[O-])ccc32)c(C)c1	4	0	-2	-19	-7	9	3	2.0	27
Cc1nnc(SC(C)C(=O)Nc2ccc3c(c2)OCCO3)s1 (stereo not given)	3	-3	0	-6	3	10	3	-0.1	-2
NC(=O)CC(NC(=O)c1ccccc1)c1ccc(N2CCc3ccccc3C2)c([N+](=O)[O-])c1 (stereo not given)	10	-9	-1	3	10	-8	-4	-0.4	11
O=C(Nc1ccccc1O)c1ccc2c(c1)C(=O)N(N1C(=O)c3ccccc3C1=O)C2=O	-4	1	4	-17	1	-4	8	-0.1	30
Cc1ccccc1OCC(=O)N/N=C/c1ccco1	4	12	-2	1	-14	-7	-4	-1.0	1
C[C@]1(C(=O)NCc2cc(F)cc(C(F)(F)F)c2)C=C[C@@H](Cc2ccccc2)N1C(=O)c1ccccc1	11	30	-1	2	2	9	-7	-0.6	3
O=C(COc1ccccc1)Nc1ccncc1	-1	-4	6	-3	-2	9	-2	1.7	0
CCSc1nnc(Nc2ccc(C)cc2)s1	9	19	1	5	3	32	-5	4.3	-61
C#CCNC(=O)C1=C[C@@H](c2coc3ccccc3c2=O)C[C@@H](OCCCCO)O1	6	5	1	-13	-2	4	3	1.7	-26
O=C(COC(=O)CNC(=O)c1ccc(Cl)cc1)Nc1ccc(Cl)cc1C(F)(F)F	6	0	-1	-5	4	3	0	0.4	-1
CC(C)N1C(=O)CN(C2CCCCCC2)C(=O)C1c1ccccc1F (stereo not given)	0	-3	4	-11	2	18	-1	1.3	-20
CCOC(=O)N1CCN(CCC(=O)Nc2ccc(C)cc2)CC1	2	-3	1	-4	-1	9	1	-2.4	-2
CC(C)N(CCNC(=O)COc1ccc2oc3c(c2c1)CCCC3)C(C)C	8	-6	-4	9	-2	7	-2	3.9	25

Two compounds from above, showing only APJ agonist.
| structure | APJ agonist |
| --- | --- |
| Cc1nnc(SC(C)C(=O)Nc2ccc3c(c2)OCCO3)s1 (stereo not given) | 3 |
| Cc1ccccc1OCC(=O)N/N=C/c1ccco1 | -4 |

High-throughput results deposited in PubChem by Sanford-Burnham Center for Chemical Genomics.

Not all compounds are listed. The share of hits here may be higher or lower than overall.
